Screens: PubChem BioAssay, Broad Institute
PGC1a acetyl inh – inhibitors of PGC1a acetylation signal, primary screen, cell-based, U2OS, AlphaScreen, inhibitor mode; 0.17% of 350,000 active; AlphaScreen anti-acetyl-lysine; with virally co-expressed GCN5 acetyltransferase; inhibition, % at 15.6 µM;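 active = every replicate shows inhibition of at least 40%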;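 note: 0% = neutral control wells and 100% = positive control wells; some results beyond the cut were filed as inactive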
RAD52 inh – RAD52 DNA annealing inhibitors, primary screen, biochemical, FRET, single point, set 2; recombinant RAD52 DNA annealing, FRET fluorescence; inhibition, % at 18.7 µM; 0.46% of 360,000 active;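 active = every replicate showing at least 50% inhibition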
Cneo AK release – Cryptococcus neoformans cell lysis inducers, primary screen, AK release luminescence, single concentration; C. neoformans lysis, adenylate kinase release luminescence, 4 h; normalised: neutral wells 0, clomiphene wells 100; lysis activity, % at 15 µM; 0.2% of 360,000 active; AID 651654, 2012;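 active = mean lysis activity across replicates of at least 80%, whatever share of replicates individually reach that level; inactive = mean lysis activity below 80%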
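Material: C. neoformans cells | Amount: Yeast cell density of 5 × 10^6 cells/mL | Medium: Fresh YPD growth medium | Dosing: Single dose | Times: Static 4 h at 37 °C with compound, 1 h detection | Detection: AK luminescence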
miR-122 sensor – miR-122 Renilla sensor signal increase in Huh7, primary screen, miR-122 inhibitor project, cell-based, single point, plate reader; Huh7 miR-122 Renilla luciferase sensor, 48 h; neutral wells = 0, positive control = 100; activation (reporter increase), % at 12.5 µM; 0.3% of 340,000 active;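 active = mean replicate activation score at least 90 and every replicate individually at or above 90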;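 note: higher luciferase means less miR-122 activity so hits act as miR-122 inhibitors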
E-selectin induc – E-selectin induction in HUVECs, primary screen, imaging, HUVEC, immunofluorescence imaging, single point. P16581. 0.37% of 260,000 active. activation, % at 7.58 µM. normalized: neutral wells 0, TNF-alpha wells 100;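 active = mean E-selectin-positive cell signal at least 10% of the positive control, reached in at least 60% of replicates, without over 20% cell loss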;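 note: in these data hits start at about 27%; measured in HUVEC primary endothelial cells; signal is the percent of cells scored E-selectin positive by PE staining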
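Material: HUVEC primary endothelial cells; Amount: 3,000 cells per well; Dosing: single concentration; Medium: EGM-2 growth medium on 0.1% gelatin-coated wells; Read-out basis: percent E-selectin-positive cells; Signal: immunofluorescence imaging; Control set: TNF-alpha, DMSO.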
ERAP1 inh – human ERAP1 aminopeptidase inhibitors, primary screen, biochemical, single point, plate reader | inhibition, % at 10.7 µM | recombinant ERAP1, Leu-AMC fluorescence, 60 min | 0.15% of 340,000 active | AID 652197, 2013;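 active = mean replicate inhibition of at least 30%, or all replicates individually reaching that 30% level; inactive = mean below 30% and not every replicate reaching it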;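 note: 0% = neutral control wells and 100% = L-leucinethiol positive control wells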
RAD54 branch – inhibitors of human RAD54 branch migration, primary screen, biochemical, fluorescence, single point; DNA repair and recombination protein RAD54-like (Homo sapiens), Q92698; RAD54 Holliday junction branch migration, FAM/BHQ fluorescence; inhibition, % at 10.4 µM; 0.14% of 360,000 active; AID 602329, 2012;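 active = mean normalized replicate activity at least 40 and at least half of replicates scoring 40 or more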;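 note: 0% = median of neutral control wells and 100% = median of positive control wells; inhibitors cause a drop in the FAM fluorescence signal; in these data hits start at about 50%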
Target sequence (Q92698 whole entry, looked up): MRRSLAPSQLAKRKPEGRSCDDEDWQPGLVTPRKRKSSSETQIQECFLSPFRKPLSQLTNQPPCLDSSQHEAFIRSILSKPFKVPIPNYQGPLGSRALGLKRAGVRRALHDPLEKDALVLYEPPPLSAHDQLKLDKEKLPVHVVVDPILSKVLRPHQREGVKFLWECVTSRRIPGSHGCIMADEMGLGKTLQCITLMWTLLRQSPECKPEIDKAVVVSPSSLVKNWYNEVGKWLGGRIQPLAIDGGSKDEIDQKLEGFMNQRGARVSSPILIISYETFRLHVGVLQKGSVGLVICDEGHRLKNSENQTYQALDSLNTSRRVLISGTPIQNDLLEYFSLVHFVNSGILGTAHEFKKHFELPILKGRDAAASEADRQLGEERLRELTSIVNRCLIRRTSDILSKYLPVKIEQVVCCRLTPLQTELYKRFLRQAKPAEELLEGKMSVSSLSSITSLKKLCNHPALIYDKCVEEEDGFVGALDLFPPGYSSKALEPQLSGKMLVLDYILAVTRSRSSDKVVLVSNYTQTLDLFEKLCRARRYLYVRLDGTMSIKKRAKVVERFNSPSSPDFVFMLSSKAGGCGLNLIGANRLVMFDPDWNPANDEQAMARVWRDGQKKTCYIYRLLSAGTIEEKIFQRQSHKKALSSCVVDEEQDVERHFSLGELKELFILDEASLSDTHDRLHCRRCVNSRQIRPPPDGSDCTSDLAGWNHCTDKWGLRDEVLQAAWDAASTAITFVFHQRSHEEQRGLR
PglD DTNB – C. jejuni PglD acetyltransferase inhibitors, primary screen, biochemical, DTNB colorimetric, single point. UDP-N-acetylbacillosamine N-acetyltransferase PglD (Campylobacter jejuni). purified PglD enzyme, DTNB colorimetric CoA detection. inhibition, % at 12.5 µM. 0.098% of 360,000 active. AID 602405, 2012; in the data active = inhibition above about 16%, passing the limit was not always enough; note: strong numbers were not always called active
The depositor's hits bear a star; i = inactive; · = no result given; & = joins results of further samples; [ ] = remark or other dose.

Every second line gives: PGC1a acetyl inh | RAD52 inh | Cneo AK release | miR-122 sensor | E-selectin induc | ERAP1 inh | RAD54 branch | PglD DTNB
C[C@H](CO)N1C[C@H](C)[C@@H](CN(C)CC2CC2)Oc2c(NC(=O)C3CC3)cccc2C1=O
    -2 | 13&-11 | -1&8 | 149*[16.7 µM] | -2.5&-0.1 | 5&0 | -1&-3 | 6&1
CCN(CC)C(=O)CSC1=Nc2ccccc2C2=NC(Cc3c[nH]c4ccccc34)C(=O)N12 (stereo not given)
    17 | · | -3 | 18 | · | · | 0 | 2
COc1ccc(S(=O)(=O)Nc2ccccc2C(=O)N2CCOCC2)cc1C
    · | -10 | 1 | · | · | 2 | -4 | 6
C[C@H](CO)N1C[C@H](C)[C@@H](CN(C)C(=O)NC2CCCCC2)Oc2c(NC(=O)Nc3ccc(C(F)(F)F)cc3)cccc2C1=O
    -5&1 | 5&-3 | -4&1 | 13[16.7 µM] | 0.0 | 0 | -9&4 | -3&2
COc1cccc(CN2CC3(CCN(C)CC3)c3c([nH]c4cc(OC)ccc34)[C@H]2CO)c1
    -11 | 3 | · | · | 0.0 | 1 | · | ·
Cc1ccc2nc(SC(C(=O)c3ccccc3)c3ccccc3)nc(C)c2c1 (stereo not given)
    5 | -32 | -4 | -1 | 0.6 | 4 | -6 | -4
CCCCN1C(=O)C(O)=C(C(C)=O)C1c1ccccc1 (stereo not given)
    -6 | · | -6 | -3 | · | · | 8 | 2
CN1C(=O)CSc2ccc(NC(=O)N3CCOCC3)cc21
    0 | -3 | 0 | 3 | · | 7 | -1 | -1
O=C(NCCCn1ccnc1)c1ccc(F)cc1
    · | -5 | 4 | · | · | -3 | -2 | -5
C[C@H](NC(=O)C[C@H]1C[C@H]2c3cc(NS(C)(=O)=O)ccc3O[C@H]2[C@H](CO)O1)c1ccccc1
    -1 | 10 | 1 | 2[16.7 µM] | 0.1 | -2 | -3 | 1
O=C1C(Cl)=C(N2CCCCC2)C(=O)C(Cl)=C1c1cnc(N2CCCCC2)s1
    · | · | -1 | 2 | · | · | -12 | -2
CC(=O)c1cc2c(cc1NC(=O)CN1CCCCC1C)OCO2 (stereo not given)
    -14 | -8 | 0 | -1 | · | 3 | 16 | 3
CC(=O)NC[C@H]1[C@@H](c2ccc(C3=CCCC3)cc2)[C@@H](CO)N1C(=O)CN(C)C
    2 | -5 | · | · | 0.0 | 0 | · | ·
Cc1c(NC(=O)c2ccc3ncccc3c2)c(=O)n(-c2ccccc2)n1C
    · | · | 0 | -4 | · | · | 3 | -3
CC1CCC(NC(=O)CCS(=O)(=O)c2ccc3c(c2)CCN3C(=O)C2CC2)CC1 (stereo not given)
    -9 | -3 | -17 | -3 | 1.4 | -1 | 0 | -8
CCOC(=O)N1CCC(NC(=O)CS(=O)(=O)Cc2nc(-c3ccc(OC)cc3)oc2C)CC1
    1 | 2 | -1 | -1 | · | -2 | 7 | 0
Cc1cc(C)cc(N(CCC#N)C(=O)COC(=O)Cn2[nH]c(=O)c3ccccc3c2=O)c1
    5 | -9 | 4 | -4 | 0.5 | 0 | 4 | -6
Cc1ccc(Nc2ccc([N+](=O)[O-])nc2[N+](=O)[O-])cc1
    · | · | -11 | -9 | · | · | 2 | -7
COc1ccc(S(=O)(=O)N2CC[C@H]3[C@@H](CO)N(C)c4ccc(C5=CCCCC5)cc4[C@H]32)cc1
    -1 | -1 | 4 | -3[16.7 µM] | -0.7 | · | 9 | -1
CS(=O)(=O)Nc1ccc2c(c1)[C@@H]1C[C@H](CC(=O)NCc3ccncc3)O[C@H](CO)[C@@H]1O2
    1 | 2 | 60 | 1[16.7 µM] | 0.8 | 1 | 4 | -2

Reformatted bar-delimited: part of the list above
SMILES | PGC1a acetyl inh | RAD52 inh | Cneo AK release | miR-122 sensor | E-selectin induc | ERAP1 inh | RAD54 branch | PglD DTNB
COc1ccc(S(=O)(=O)Nc2ccccc2C(=O)N2CCOCC2)cc1C | · | -10 | 1 | · | · | 2 | -4 | 6
C[C@H](CO)N1C[C@H](C)[C@@H](CN(C)C(=O)NC2CCCCC2)Oc2c(NC(=O)Nc3ccc(C(F)(F)F)cc3)cccc2C1=O | -5&1 | 5&-3 | -4&1 | 13[16.7 µM] | 0.0 | 0 | -9&4 | -3&2

The main list resumes; the five compounds before the break are reprinted first.
Every second line gives: PGC1a acetyl inh | RAD52 inh | Cneo AK release | miR-122 sensor | E-selectin induc | ERAP1 inh | RAD54 branch | PglD DTNB
CCOC(=O)N1CCC(NC(=O)CS(=O)(=O)Cc2nc(-c3ccc(OC)cc3)oc2C)CC1
    1 | 2 | -1 | -1 | · | -2 | 7 | 0
Cc1cc(C)cc(N(CCC#N)C(=O)COC(=O)Cn2[nH]c(=O)c3ccccc3c2=O)c1
    5 | -9 | 4 | -4 | 0.5 | 0 | 4 | -6
Cc1ccc(Nc2ccc([N+](=O)[O-])nc2[N+](=O)[O-])cc1
    · | · | -11 | -9 | · | · | 2 | -7
COc1ccc(S(=O)(=O)N2CC[C@H]3[C@@H](CO)N(C)c4ccc(C5=CCCCC5)cc4[C@H]32)cc1
    -1 | -1 | 4 | -3[16.7 µM] | -0.7 | · | 9 | -1
CS(=O)(=O)Nc1ccc2c(c1)[C@@H]1C[C@H](CC(=O)NCc3ccncc3)O[C@H](CO)[C@@H]1O2
    1 | 2 | 60 | 1[16.7 µM] | 0.8 | 1 | 4 | -2
CC1CCCC(C)N1C(=O)CSc1nnc(-c2c[nH]c3ccccc23)o1 (stereo not given)
    9 | 1 | 1 | 7 | · | -2 | 15 | 2
Cc1ccc(-c2cc(C(F)(F)F)n3ncc(C(=O)N4CCCCC4c4cccnc4)c3n2)cc1 (stereo not given)
    6 | -2 | -1 | -1 | 0.2 | -1 | 4 | -2
COc1ccc(S(=O)(=O)N(C)C[C@@H]2Oc3ccc(NS(=O)(=O)c4ccccc4)cc3CC(=O)N([C@H](C)CO)C[C@H]2C)cc1
    10 | -1 | 1 | -1[16.7 µM] | 1.1 | -3 | -17 | 0
C[C@@H]1CN([C@@H](C)CO)C(=O)c2cccc(NS(=O)(=O)c3ccc(F)cc3)c2O[C@H]1CN(C)Cc1ccc(-c2ccccc2)cc1
    7 | 7 | -4 | -1[16.7 µM] | 0.1 | 0 | 5 | -44
COc1ccc(N2CCN(CC(O)COc3cc(C)cc(C)c3)CC2)cc1 (stereo not given)
    24 | 0 | 5 | -2 | 1.9 | -6 | -8 | -5
Cc1ccnc2nc(C(=O)OCC(=O)c3c[nH]c4ccccc34)nn12
    1 | -37 | 0 | -2 | 0.5 | · | 0 | 6
COc1ccc(-c2noc(COc3ccc(Cl)c(C)c3)n2)cc1
    0 | -12 | -2 | 3 | -0.2 | -4 | -3 | ·
CC1CCCCN1C(=O)c1cccc(NC2=C(Cl)C(=O)N(Cc3ccccc3)C2=O)c1 (stereo not given)
    -5 | · | 3 | · | · | · | 2 | -5
CC(=O)c1ccc(NC(=O)C(C)Sc2nnc(-c3ccncc3)n2C2CC2)cc1 (stereo not given)
    -1 | -17 | 0 | -8 | 0.2 | 0 | 0 | 0
CSCC(=O)NS(=O)(=O)c1ccc(C)cc1
    9 | -14 | -4 | 13 | -0.5 | 0 | -7 | 4
COc1ccc(NC(=O)C2Cc3c(-c4ccccc4Oc4ccccc4)ccnc3O2)cn1 (stereo not given)
    · | 6 | 1 | -5 | 0.1 | -2 | 9 | -2
O=C(N=C1SC2CS(=O)(=O)CC2N1c1ccc(OC(F)(F)F)cc1)C1CC1 (stereo not given)
    4 | -5 | 0 | -3 | · | -4 | -4 | 1
C[C@H]1CCCCO[C@H](CN(C)CC2CCCCC2)[C@@H](C)CN([C@@H](C)CO)C(=O)c2cc(NC(=O)Nc3cccc4ccccc34)ccc2O1
    4 | i | 1 | -28[16.7 µM] | 1.4 | -2 | -6 | 7
Cc1cccc(C2Nc3ccccc3C(=O)N2CCc2ccccc2)n1 (stereo not given)
    -1 | -1 | -1 | 0 | · | 1 | -8 | 9
CC(C)NC(=O)c1ccc(CNC(=O)OCC(F)(F)F)cc1
    10 | · | 0 | -5 | · | · | 2 | 5
CC1CCN(Cc2c(C(=O)N3CCc4ccccc4C3)nc3ccc(Cl)cn23)CC1
    · | -31 | 0 | · | · | 1 | 2 | -189
O=C(CCNC(=O)c1ccc(Cl)cc1)Nc1ccccc1N1CCCC1
    -4 | -47 | 4 | -3 | -0.3 | -2 | -4 | 4
COc1ccc(OCC(=O)N2CCN(C(=O)COc3ccccc3)CC2)cc1
    -23 | · | -2 | -2 | · | · | -2 | -2
CCS(=O)(=O)N[C@H]1CC[C@H](CC(=O)Nc2ccc(-c3ccccc3)cc2)O[C@H]1CO
    5 | -11 | -1 | 20[16.7 µM] | -0.1 | -1 | -16 | 7
CCOc1ccc(N/C=C/C(=O)c2ccc3ccccc3c2)c([N+](=O)[O-])c1
    -4 | · | 0 | -14 | · | · | -8 | -4
O=c1nc2scc(-c3ccccc3)n2c2ccccc12
    12 | · | 0 | -11 | · | · | 9 | 2
COc1cccc(CN(C)CC(=O)NC(=O)NCc2ccco2)c1
    -5 | · | 1 | -2 | · | · | 8 | -1
O=[N+]([O-])c1cccc(Oc2ncccc2[N+](=O)[O-])c1
    -10 | -7 | 2 | -3 | -0.1 | -2 | 10 | -3
C[C@H]1CN([C@@H](C)CO)C(=O)c2cccc(NS(=O)(=O)c3ccc(F)cc3)c2O[C@H]1CN(C)Cc1ccc2c(c1)OCO2
    0 | -3 | -3 | 7[16.7 µM] | 0.9 | 1 | 5 | 5
CC(=O)NCCn1c(SCC(=O)NCc2ccco2)nc2ccccc2c1=O
    -11 | · | -1 | -1 | 0.7 | · | 6 | -4
Cc1ccc([C@@H]2CC=C(C(=O)O)[C@H](c3ccc(C(C)(C)C)cc3)N2S(=O)(=O)c2ccc(C)cc2)cc1
    6 | -23 | 6 | 3 | 0.0 | 1 | 9 | 10
Cc1ccc(-c2cnc3c(c2)C(=O)N([C@H](C)CO)C[C@@H](C)[C@@H](CN(C)C(=O)c2ccc(F)cc2)O3)cc1
    -4 | 7 | 4 | 9[16.7 µM] | 0.0 | 0 | -1 | -7
CC1(C(=O)NS(=O)(=O)Cc2ccccc2C(F)(F)F)CCN1C(=O)C/C=C/c1ccccc1 (stereo not given)
    · | -18 | -1 | 1 | -0.2 | 1 | -13 | -1
CC(C)Cc1cc(C(=O)NCc2cccs2)no1
    -5 | 1 | 1 | 5 | 0.5 | 4 | -9 | 4

Compounds as they come, and some 1.4% of all compounds hit somewhere here.
